14-3-3 PPI = modulators of 14-3-3 gamma protein binding, primary screen, biochemical, fluorescence polarization; 14-3-3 protein gamma (Homo sapiens), P61981; FP, 14-3-3gamma / TMR-pS259-Raf peptide binding; inhibition, % at 40 µM; 160,000 compounds, 0.19% hits; in the data active = inhibition above about 30%;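 also: 0% = protein plus tracer without compound and 100% = blank with tracer alone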
Target sequence (P61981 whole entry, looked up): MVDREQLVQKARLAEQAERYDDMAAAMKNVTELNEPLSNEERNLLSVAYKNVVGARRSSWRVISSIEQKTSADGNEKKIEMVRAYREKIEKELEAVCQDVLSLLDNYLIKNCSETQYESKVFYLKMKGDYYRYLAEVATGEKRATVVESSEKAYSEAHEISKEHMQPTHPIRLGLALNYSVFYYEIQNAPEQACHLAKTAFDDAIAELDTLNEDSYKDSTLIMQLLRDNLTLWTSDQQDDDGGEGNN
* marks the source's active call; other numbers are inactive results; & = joins results of further samples. Not all compounds are listed, so the mix of outcomes need not match the whole.

SMILES | 14-3-3 PPI
CCSCCOC(=O)C1=C(C)NC2=C(C(=O)CC(C)(C)C2)C1c1cccc(Cl)c1 (configuration not stated) | 1.9
O=C(CCCCCn1c(=S)[nH]c2ccc(Br)cc2c1=O)NC1CCCCCC1 | -11.2
O=C(NCCn1cc(SCc2ccc(C(F)(F)F)cc2)c2ccccc21)c1ccccc1F | -0.9
CCCCCn1c(=S)[nH]c2cc(C(=O)NCCc3ccccc3)ccc2c1=O | -3.1
COc1ccc(-c2nc3ccc(N=Cc4cc5c(cc4Br)OCO5)cc3o2)cc1 | -6.0
O=C(CSc1nnc(NC(=O)c2ccco2)s1)NC1CCCCC1 | -2.1
COc1ccc(CNC(=O)CN(C(=O)c2cc3sccc3n2C)C2CCCC2)cc1 | -0.4
CCOc1ccc(-n2c(SCC(=O)Nc3ccc4c(c3)OCO4)nc3c(c2=O)SCC3)cc1 | -3.1
CCN1C=C(c2ccc3ccccc3n2)C(C#N)c2ccccc21 (configuration not stated) | -23.7
O=C(CN1C2CCC1CC(NC(=O)C1CC1)C2)NCc1ccccc1 (configuration not stated) | -4.5
COC(=O)c1ccc(C=Nc2ccc(OC)c(OC)c2)cc1 | -13.8
O=C1c2ccccc2C(=O)c2c(NC(=O)c3cc4ccccc4oc3=O)cccc21 | -2.9
CCCOc1ccc(C2NC(=O)NC(C)=C2C(=O)OC2CCCC2)cc1OC (configuration not stated) | -2.9
COc1cc(C2Nc3cc(C)c(C)cc3NC3=C2C(=O)CC(C)(C)C3)cc([N+](=O)[O-])c1O (configuration not stated) | -7.5
Cc1ccc(C2=NN(C(=O)c3ccccc3)C(c3cccc([N+](=O)[O-])c3)C2)cc1 (configuration not stated) | 3.8
c1ccc(OCc2nc3ccccc3[nH]2)cc1 | -7.6
Clc1ccc2c(c1)C1CC(c3ccc4ccccc4c3)=NN1C(c1ccncc1)O2 (configuration not stated) | 10.4
CCOc1ccc(NC(=O)CCCCn2c(=O)[nH]c3ccccc3c2=O)cc1 | 5.2
Clc1ccc(C(c2nnnn2C2CCCC2)N2CCSCC2)cc1 (configuration not stated) | -10.3
O=C(NC1CCCC1)C(c1ccc(Cl)cc1)N1CCc2ccccc21 (configuration not stated) | -5.6
O=C(Nc1cccc2c1C(=O)c1ccccc1C2=O)c1ccc(NC(=O)c2ccccc2Br)cc1 | -72.0
O=P(O)(CCCCP(=O)(O)CCc1ccccc1)CCc1ccccc1 | 5.5
COc1cc(C2C(C(=O)Nc3ccccc3OC)=C(C)Nc3ncnn32)ccc1O (configuration not stated) | -1.8
Cc1ccsc1C1NC(=O)c2c(sc3c2CCN(C)C3)N1 (configuration not stated) | -5.1
NC(=O)C1CCN(S(=O)(=O)c2ccc3c(c2)OCCO3)CC1 | -1.6
COc1ccc(OC)c(NC(=O)c2cnc3n(c2=O)CCS3)c1 | -2.6
C=CCN1C(=O)CSc2ccc(C(=O)N3CCN(c4ccccn4)CC3)cc21 | -4.3
CCOC(=O)Cn1c(=N)n(CCOc2ccc(OC)cc2)c2ccccc21 | -10.0
O=C1CCCC2=C1C(c1ccc(F)cc1)c1c(nc(SCc3ccccc3F)[nH]c1=O)N2 (configuration not stated) | 1.9
CCOC(=O)C(NC(=O)N1CCCCC1)(c1ccccc1)C(F)(F)F (configuration not stated) | 3.4
COc1ccc(-c2nnn(CC(=O)N(C3CCCCC3)C(C)C(=O)NC3CCCC3)n2)cc1OC (configuration not stated) | -0.4
CCOC(=O)c1sc2nc3c(c(-c4cccs4)c2c1N)CCCCC3 | 4.7
CCn1c(CSc2nc3ccccc3n2C)nc2ccccc21 | 2.2
CCCCNC(=O)c1c[nH]c2ccc(S(=O)(=O)Nc3cccc(Cl)c3C)cc2c1=O | -57.7
Cc1ccc(NC(=O)COc2cccc(Cl)c2)cc1C | -2.0
CCOC(=O)c1c(NC(=O)CN2CC3(C)CC2CC(C)(C)C3)sc2c1CCC(C)C2 (configuration not stated) | 1.7
CCC(=O)N1CCc2cc(S(=O)(=O)N(CC)c3ccccc3)ccc21 | -2.0
CC1(c2ccccc2)CC(c2ccccc2)=Nc2nonc2N1 (configuration not stated) | -3.7
COc1cccc2cc(C(N)=O)c(=Nc3cccc(C)c3)oc12 | -1.0
COc1cc(C=Nc2ccc(NC(C)=O)cc2)cc(OC)c1OC | -1.2
Cc1ccc(S(=O)(=O)c2cc3c(=O)n4ccccc4nc3n(CC3CCCO3)c2=N)cc1 (configuration not stated) | -29.1
CSc1nc(N)nc(SCC(=O)C23CC4CC(CC(C4)C2)C3)c1C#N | -3.3
Cc1c(N=Cc2ccc(Cl)o2)c(=O)n(-c2ccccc2)n1C | -11.6&-17.1
O=C(Nc1nc(-c2ccc(F)cc2)cs1)c1ccc(Cl)c([N+](=O)[O-])c1 | -0.7
COc1ccc(NC(=O)C2C3C=CC4(CN(Cc5cccnc5)C(=O)C24)O3)c(OC)c1 (configuration not stated) | -8.4
Cn1c(=O)c2c3c(sc2n2c(SCC(N)=O)nnc12)CCCC3 | -11.2
CCOC(=O)c1cnc2c(Cl)cc(Cl)cc2c1NCCOCCO | -3.8
O=C(NC(N1CCCCC1c1cccnc1)(C(F)(F)F)C(F)(F)F)c1cccc(Cl)c1 (configuration not stated) | 8.8
N#CCSc1nnc2c(Cl)cc(Cl)cn12 | -8.9
O=C1C(Cl)=C(N2CCCCCC2)C(=O)N1C1CCCCC1 | -19.0
COc1ccc(C(=O)CC2(O)C(=O)Nc3ccc(Cl)cc32)c(OC)c1 (configuration not stated) | 4.5
CCOC(=O)C1=C(N)OC2=C(C(=O)CCC2)C1c1ccc(CC)s1 (configuration not stated) | -4.9
COc1ccc(Cc2nc(-c3ccc(NC(=O)c4ccccn4)cc3)no2)cc1 | -7.7
COc1ccc(C2CC(=O)C3=C(C2)NC(C)=C(C(=O)Nc2ccccc2C)C3c2cc(Cl)c(O)c(OC)c2)cc1OC (configuration not stated) | 2.3
Cc1c(C(=O)NCCCN2CCOCC2)sc2ncn(Cc3ccccc3Cl)c(=O)c12 | 6.7
CCc1ccc(OCc2nc(-c3cccnc3)no2)cc1 | 4.9
CCOC(=O)CC(=O)CSc1ccc2nnc(-c3ccccc3)n2n1 | -12.7
O=C(NCCCN1CCN(c2ccccc2F)CC1)Nc1ccc(F)cc1 | -7.9
COc1ccc(-c2csc(Cc3nnc4n3CCCCC4)n2)cc1OC | -3.1
COc1ccc(C2c3sc(=O)[nH]c3SC3C(=O)N(c4ccc(Cl)cc4)C(=O)C32)cc1 (configuration not stated) | -16.9
Other compounds
SMILES | 14-3-3 PPI
O=C(NC1CCCCC1)n1c(=O)oc2ccccc21 | -6.7&-8.7
CCCOc1cccc(C(=O)Nc2ccc(-c3nc4cc(Cl)ccc4o3)cc2)c1 | -221.8
Cc1cc2nc(-c3cc(NC(=O)c4cccnc4)ccc3Cl)oc2cc1C | -24.5
O=S(=O)(c1ccc(Br)c2nsnc12)N1CCOCC1 | 7.0
Cc1nn(Cc2ccccc2)c(Cl)c1C(=O)OCc1nnc(-c2ccccc2)o1 | -8.9
Cc1ccc(C2C3=C(CC(C)(C)CC3=O)NC3=C2C(=O)CC(C)(C)C3)o1 | -0.6&-7.3
O=C(c1ccccc1F)n1c(SCc2ccccc2)nc2ccccc21 | 1.4
CCCCNC(=O)c1ccc(Cn2c(=S)[nH]c3ccc(Br)cc3c2=O)cc1 | 5.0
CCOc1ccc(/C(O)=C2\C(=O)C(=O)N(Cc3cccnc3)C2c2ccc(Cl)cc2)cc1 (configuration not stated) | -0.8
Cc1ccc(N=C2NC(=O)CC(C(=O)Nc3ccc(Cl)cc3)S2)cc1C (configuration not stated) | -5.7
CCc1ccc(C2=NC(c3cccnc3)NC(c3cc(Br)ccc3O)C2)cc1 (configuration not stated) | -9.0
CCOc1cc(-c2nc(-c3ccc(F)cc3)c(-c3ccc(F)cc3)[nH]2)ccc1O | 7.1
CCOc1cc2[nH]c(=O)n(Cc3ccc(OC)cc3)c(=O)c2cc1OCC | -4.1
CC(C)(C)OC(=O)N1CCC[C@H]1c1nnc(SCc2ccccc2Cl)o1 | 0.2
O=C(Nc1ccc(Oc2ccccc2)cc1)c1cccs1 | -4.8
Clc1ccc2nc(-c3ccc(Cl)s3)c(NC3CCCCC3)n2c1 | -5.9
CCOc1ccccc1-n1c(SCC(=O)NC(C)(C)C)nnc1-c1ccoc1C | -11.5
Cc1ccc(CNC(=O)CCS(=O)(=O)c2cc(Br)cc3c2N(C(=O)C2CC2)CC3)o1 | -12.4&-5.9
Cc1cc(N2CCN(C)CC2)nc2ccc(NC(=O)CCC(=O)N3CCCCCC3)cc12 | -3.7
COC(=O)c1ccccc1Oc1c(F)c(F)nc(NCCO)c1F | 6.9
O=c1oc(-c2cccnc2)nc2ccccc12 | -3.7
CCN=C1SC(CC(=O)NC2CCCCC2)C(=O)N1CC (configuration not stated) | -11.6
C=CCc1cc(OC)ccc1OCCON1C(=O)CCC1=O | -7.8
Cc1cc2cc(CN3C(=O)c4ccccc4C3=O)ccc2n1C | -22.2
CSc1ccccc1NC(=O)CSc1ncccn1 | -38.0
Cc1ccc(OCC(=O)N2CCN(C3=NS(=O)(=O)c4ccccc43)CC2)cc1 | 2.6
CCC1CCCCN1C(=O)Cn1c(=O)n(-c2cccc(OC)c2)c(=O)c2sccc21 (configuration not stated) | 0.7
CCN(CCCNC(=O)C1CCN(S(=O)(=O)c2cnc[nH]2)CC1)c1cccc(C)c1 | 0.0
COC(=O)c1ccccc1NC(=O)CNc1cc(Cl)ccc1N1CCOCC1 | -11.9
CC1CN(S(=O)(=O)c2ccc(C(=O)Nc3nnc(C4CC4)o3)cc2)CC(C)O1 (configuration not stated) | 7.1
CC(C)OCCCNC(=O)CNC(=O)c1cccs1 | 12.5
COc1ccc(-c2nc(-c3cccnc3)no2)cc1OC | 1.9
COc1ccc(C2CC(c3cccc(Br)c3)Nc3nnnn32)c(OC)c1 (configuration not stated) | -9.4
COC(=O)c1ccc(-c2ncc(-c3ccc(N(C)C)cc3)o2)cc1 | -4.3
CC(=O)SCCC(=O)Nc1ccccc1 | 5.1
COCCCNC(=O)Cc1ccccc1[N+](=O)[O-] | -6.9
c1ccc2c(c1)CCN(c1nc3cccnc3s1)C2 | -8.3
Clc1ccc(Cc2nnc(-c3cccs3)o2)cc1 | -0.4
CCOC(=O)Cn1nnnc1CN(Cc1ccccc1)Cc1cc2cc(CC)ccc2[nH]c1=O | 7.8
O=C(NCC1COc2ccccc2O1)c1ccco1 (configuration not stated) | 1.1&-5.6
COc1ccc(C(=O)Nc2nc3nc(-c4ccccc4)cc(=O)n3[nH]2)cc1 | -7.4
COc1ccc(N2C(=O)CCC(C(=O)N3CCN(Cc4ccc5c(c4)OCO5)CC3)C2c2ccc(F)cc2)cc1 (configuration not stated) | 1.2
Cc1noc(C)c1CN1C(=O)NC2(CCc3ccccc3C2)C1=O (configuration not stated) | -6.8
Cc1ccc2[nH]c(=O)c(CN(Cc3ccccc3Cl)C(=O)N3CCOCC3)cc2c1 | -3.5
COc1ccc(COC(=O)C2=C(C)NC3=C(C(=O)CC(c4cccs4)C3)C2c2cccc(O)c2)cc1 (configuration not stated) | -3.9

4 compounds already listed, sorted by the value under 14-3-3 PPI, falling:
SMILES | 14-3-3 PPI
CC(C)OCCCNC(=O)CNC(=O)c1cccs1 | 12.5
CC(=O)SCCC(=O)Nc1ccccc1 | 5.1
COC(=O)c1ccc(-c2ncc(-c3ccc(N(C)C)cc3)o2)cc1 | -4.3
c1ccc2c(c1)CCN(c1nc3cccnc3s1)C2 | -8.3

More compounds follow.
SMILES | 14-3-3 PPI
CCOc1ccc(N=c2oc3c(C)ncc(CO)c3cc2C(N)=O)cc1 | -4.1
CCCCCC(=O)Nc1ccc(N2CCN(C(=O)CCC)CC2)cc1 | 2.5
CCCOC(=O)C1=C(C)NC2=C(C(=O)CCC2)C1c1cccc2ccccc12 (configuration not stated) | -4.5
CCOC(=O)c1[nH]c(COC(=O)c2ccccc2NC(=O)c2ccco2)c(C(=O)OCC)c1C | -8.3
O=C(C1CCCN(S(=O)(=O)c2cccc3nonc23)C1)N1CCN(c2ccccc2)CC1 (configuration not stated) | -8.7
CCOc1cc2c(cc1OCC)C1C(C(=O)Nc3cccc(Cl)c3)c3ccccc3C(=O)N1CC2 (configuration not stated) | -2.0
Cc1ccc(-n2ncc3c(=O)[nH]c(SCC(=O)Nc4ccc(F)cc4)nc32)cc1C | -23.0
COc1ccc(-n2nc3c(c2NC(=O)COc2ccc(Cl)cc2)CSC3)cc1 | 13.1
Oc1oc(-c2ccccc2)nc1C=NCc1ccncc1 | 9.6
O=C(NCc1ccc(N2CCCC2=O)cc1)Nc1ccccc1 | 0.0
CC1=NN(C(=O)c2cc(C(C)C)cc(C(C)C)c2O)C(O)(C(F)F)C1 (configuration not stated) | -5.3
Cc1cc(N2CCOCC2)nc2ccc(NC(=O)CCC(=O)N(C)Cc3ccccc3)cc12 | 0.5
Cc1ccccc1C(=O)Nc1ccccc1NC(=O)c1ccccc1C | -1.0
CC1=C(C(=O)Nc2ccc(Cl)cc2)C(c2cccs2)n2nc(SCc3cccc(C)c3)nc2N1 (configuration not stated) | 1.4
CN(CC(=O)NCc1ccc2c(c1)OCO2)S(=O)(=O)c1ccc(Br)s1 | -2.8&-3.0

Random excerpt: six records from the list, in no set order.
SMILES | 14-3-3 PPI
CC1=NN(C(=O)c2cc(C(C)C)cc(C(C)C)c2O)C(O)(C(F)F)C1 (configuration not stated) | -5.3
CCOc1ccc(N=c2oc3c(C)ncc(CO)c3cc2C(N)=O)cc1 | -4.1
Cc1cc(N2CCOCC2)nc2ccc(NC(=O)CCC(=O)N(C)Cc3ccccc3)cc12 | 0.5
Cc1ccc(-n2ncc3c(=O)[nH]c(SCC(=O)Nc4ccc(F)cc4)nc32)cc1C | -23.0
Cc1ccccc1C(=O)Nc1ccccc1NC(=O)c1ccccc1C | -1.0
CCCOC(=O)C1=C(C)NC2=C(C(=O)CCC2)C1c1cccc2ccccc12 (configuration not stated) | -4.5

Screening data from PubChem BioAssay.
